# High-throughput results deposited in PubChem BioAssay by The Scripps Research Institute Molecular Screening Center.
# M1 ag parental: M1 agonist counterscreen hit in parental CHO-K1 cells; Fluo-8 calcium fluorescence; scaled to maximal ATP response, vehicle zero; activation, % at 3 µM; 360,000 tested, 0.48% active; AID 602248; in the data active = activation above about 15%;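 also: untransfected CHO-K1 host cells lacking M1 receptor as counterscreen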
# CHO-K1 Ca antag: nonselective inhibitor or artifact in parental CHO-K1 cells; inhibition, % at 3 µM; ATP-induced calcium, Fluo-8 fluorescence; AID 602250; 360,000 tested, 0.6% active;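 active = inhibition above a per-plate cutoff, the plate's mean sample inhibition plus 3 SD, cut at about 24% in these data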;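 also: 0% = DMSO plus EC80 ATP and 100% = DMSO alone without ATP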
# V1aR counter: V1a receptor agonism, counter-screen for OXTR agonists. P37288. CHO-V1R cells, Fluo-8 calcium fluorescence, agonist mode; 0% DMSO, 100% 3 nM vasopressin. activation, % at 3 µM. 320,000 tested, 0.25% active;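 active = activation above the mean activation of all tested compounds plus 3 SD, per screening run, cut at about 20% in these data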;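 also: signal is peak over basal fluorescence ratio across a 100 second FLIPR read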
# Target sequence (P37288 whole entry, looked up): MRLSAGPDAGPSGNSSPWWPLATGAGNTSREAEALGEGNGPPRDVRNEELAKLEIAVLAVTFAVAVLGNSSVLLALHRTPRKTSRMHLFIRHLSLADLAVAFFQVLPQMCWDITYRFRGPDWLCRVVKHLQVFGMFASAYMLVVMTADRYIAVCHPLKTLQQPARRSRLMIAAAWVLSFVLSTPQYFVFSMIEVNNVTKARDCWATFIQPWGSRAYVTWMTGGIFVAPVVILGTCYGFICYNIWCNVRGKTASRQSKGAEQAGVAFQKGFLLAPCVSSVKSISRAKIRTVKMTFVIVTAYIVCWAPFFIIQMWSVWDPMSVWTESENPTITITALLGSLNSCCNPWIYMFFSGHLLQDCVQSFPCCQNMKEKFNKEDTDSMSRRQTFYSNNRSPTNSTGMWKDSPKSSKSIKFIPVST
# TAAR1 antagonist: antagonists of human TAAR1; Q96RJ0; CHO RD-HGA16 TAAR1, Fluo-8 calcium fluorescence, antagonist; inhibition, % at 3 µM; 360,000 tested, 1.5% active;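 active = inhibition above a per-plate cutoff, the mean inhibition of test compounds on that plate plus 3 SD, cut at about 49% in these data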;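 also: 0% = DMSO plus EC80 beta-PEA response and 100% = DMSO alone without agonist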
# Target sequence (Q96RJ0 whole entry, looked up): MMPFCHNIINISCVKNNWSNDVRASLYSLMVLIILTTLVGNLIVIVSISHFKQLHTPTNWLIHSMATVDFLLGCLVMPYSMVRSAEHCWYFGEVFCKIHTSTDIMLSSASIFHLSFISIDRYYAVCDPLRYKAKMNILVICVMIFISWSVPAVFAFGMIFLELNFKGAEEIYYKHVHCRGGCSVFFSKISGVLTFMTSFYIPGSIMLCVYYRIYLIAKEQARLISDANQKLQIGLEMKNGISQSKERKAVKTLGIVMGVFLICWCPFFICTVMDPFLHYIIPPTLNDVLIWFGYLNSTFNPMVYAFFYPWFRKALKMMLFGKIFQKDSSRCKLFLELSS
#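 Assay system: CHO-derived RD-HGA16 cells stably expressing human TAAR1 plus Gα16. Timing: 140 s kinetic read after compound, 140 s after agonist. Technique: kinetic Fluo-8 calcium fluorescence measurement. Measure: % inhibition of agonist calcium response.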
# OXTR potentiator: potentiators of human oxytocin receptor | P30559 | CHO-OTR cells, Fluo-8 calcium fluorescence, potentiator mode; 0% = oxytocin EC15, 100% = EC100 | activation, % at 3 µM | 320,000 tested, 0.061% active | AID 2445;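 active = activation above that plate's cutoff, the mean activation of tested compounds plus 3 SD, cut at about 6.6% in these data, passing the limit was not always enough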;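 also: 100% uses oxytocin at 75 nM as the full agonist control; some results filed as inactive read as strong as hits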
#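 Assay system: CHO-OTR cells, human receptor / Also added: oxytocin at about EC15, sub-maximal agonist stimulus / Dosing: single dose, 3.0 µM nominal final compound concentration / Incubation: 6 min pre-incubation, 100 s read / Technique: Fluo-8 calcium dye fluorescence / Read-out: % activation vs EC15 and EC100 oxytocin / Benchmarks: EC15 oxytocin low, 75 nM oxytocin high / Replicates: singlicate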
# GPR7 antag: antagonists of human GPR7 (neuropeptides B/W receptor 1); P48145; GPR7-expressing cells, fluorescence antagonist assay; inhibition, % at 4.4 µM; 290,000 tested, 1.1% active; in the data active = inhibition above about 16%, passing the limit was not always enough;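 also: cells stimulated with the agonist NPW; 0% = agonist with vehicle and 100% = vehicle without agonist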
# Target sequence (P48145 whole entry, looked up): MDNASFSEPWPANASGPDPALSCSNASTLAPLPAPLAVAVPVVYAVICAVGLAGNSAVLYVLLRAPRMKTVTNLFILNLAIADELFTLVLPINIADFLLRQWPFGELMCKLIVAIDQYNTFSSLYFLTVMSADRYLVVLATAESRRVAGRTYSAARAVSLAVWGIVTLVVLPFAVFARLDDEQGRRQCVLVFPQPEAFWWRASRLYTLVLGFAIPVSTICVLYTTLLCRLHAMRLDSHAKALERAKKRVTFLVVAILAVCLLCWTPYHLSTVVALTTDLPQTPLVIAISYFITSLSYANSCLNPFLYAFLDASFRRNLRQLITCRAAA
# OXTR ag: activates the human oxytocin receptor | AID 2435 | CHO-OTR cells, Fluo-8 calcium fluorescence; normalized: DMSO 0%, oxytocin 100% | P30559 | 320,000 tested, 0.32% active | activation, % at 3 µM;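 active = activation above the mean of all tested compounds plus 3 SD, cutoff set per screening run, cut at about 20% in these data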;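 also: peak over basal fluorescence ratio from a 100 s FLIPR kinetic read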
# CHO parental Ca: counter-screen for OX1R antagonists: effect in parental CHO cells. parental CHO-K1, ATP-induced calcium, Fluo-8 fluorescence. inhibition, % at 5.6 µM. 330,000 tested, 0.63% active. AID 463079;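 active = inhibition above that plate's mean sample inhibition plus 3 SD, cut at about 26% in these data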;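 also: 0% = ATP-challenged DMSO wells and 100% = DMSO wells without ATP; some compounds past the cut are filed as inactive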
#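 Assay system – parental CHO cells · Reagent – ATP stimulus · Detection – intracellular calcium via Fluo-8 no-wash fluorescent dye · Evaluation – percent inhibition of ATP-evoked calcium rise, normalized to controls · Controls – ATP wells versus no-ATP DMSO wells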
# M1 PAM parental: M1 PAM counterscreen hit in parental CHO-K1 cells; 360,000 tested, 0.02% active; activation, % at 3 µM; AID 602247; ATP EC20, Fluo-8 calcium fluorescence; 0% at ATP EC20, 100% at ATP max;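 active = activation above the run cutoff, the mean activation of all test compounds plus 3 SD, cut at about 40% in these data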;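 also: peak over basal fluorescence ratio in a 140 s read after ATP addition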
# * marks the source's active call; other numbers are inactive results; nt = not tested or not shown.
SMILES,M1 ag parental,CHO-K1 Ca antag,V1aR counter,TAAR1 antagonist,OXTR potentiator,GPR7 antag,OXTR ag,CHO parental Ca,M1 PAM parental
COc1cccc(CNC(=O)C2CCN(S(=O)(=O)c3ccc4c(c3)NC(=O)CO4)CC2)c1,-0.2,5,-0.1,-16,1,-4,0.1,-3,-14
CC(C)N(C(=O)CSc1nnnn1-c1ccc2c(c1)OCO2)C(C)C,0.1,7,-0.2,-8,-20,-6,-0.7,-10,-8
COc1ccc(S(=O)(=O)N2CCCCC2)cc1NC(=O)CN(Cc1ccco1)Cc1ccco1,9.8,3,7.5,64*,-13,nt,1.7,11,-2
COc1ccccc1C(O)c1ncc(-c2cccc3ccccc23)[nH]1 (stereo not drawn),1.7,-4,nt,-18,nt,nt,nt,nt,-9
COc1cc2c(cc1Cl)C(=O)C(F)(c1ccccc1)C(=O)N2 (stereo not drawn),2.8,-10,1.6,-11,-9,-9,2.8,-6,9
CCOC(=O)c1oc2ccccc2c1NC(=O)c1ccc2c(c1)OCO2,2.7,-17,-0.3,14,-6,-3,-0.6,-11,22
CC(=O)Nc1ccc(S(=O)(=O)NCCN2CCNC2=O)cc1Cl,0.7,-9,1.1,-6,-6,-5,0.1,-5,12
CSc1ncccc1C(=O)N1CCCC(N2CCN(c3ccccc3C)CC2)C1 (stereo not drawn),1.8,-8,nt,-25,nt,nt,nt,nt,22
CCOC(=O)N1CCC(NC(=O)c2cc(C(=O)NC3CCN(Cc4ccccc4)CC3)ccc2CO)CC1,0.2,-17,1.1,4,-6,-16,0.1,-9,5
CN(C)CCNc1ccc(-c2n[nH]c(=O)c3ccccc23)cc1[N+](=O)[O-],0.1,-12,nt,-8,nt,-19,nt,nt,-9
O=c1[nH]c(Cc2cccs2)nc2ccccc12,0.7,-29,0.4,5,-1,-8,0.4,-2,7
Cc1ccc(S(=O)(=O)N2CCOCC2)cc1C(=O)N1CC(C)OC(C)C1 (stereo not drawn),0.7,-9,1.0,-17,0,nt,0.1,1,2
COC(=O)C(C(=O)Nc1cccc(Cl)c1C)C1CCCC1 (stereo not drawn),-0.1,-5,-0.5,5,7,-1,-2.0,-3,0
CCCCNC(=O)c1cn(CC)c2ccc(S(=O)(=O)N3CCCCCC3)cc2c1=O,0.5,-8,1.9,-9,-8,-6,0.4,-10,-11
O=C(NCCSc1c[nH]c2ccccc12)C1CC1,1.2,-6,1.5,1,-8,-9,0.5,-4,15
CCN(CC)S(=O)(=O)c1cccc(NC(=O)COC(=O)c2cncc(Br)c2)c1,8.1,-7,9.8,22,-11,nt,13,12,-4
Cc1nc2ccccn2c1C(=O)NNC(=O)Nc1cccc(C(F)(F)F)c1,1.4,-4,-0.5,-17,-5,-4,-0.1,-8,10
CC(O)C(=O)N/N=C/c1cccc2ccccc12 (stereo not drawn),0.1,-6,nt,-3,nt,-4,nt,nt,22
O=C(COc1ccccc1)N1CCN(c2ncnc3c2cnn3-c2ccccc2)CC1,1.7,23,7.0,20,-15,-1,3.5,-18,-7
O=C(c1cccc2ccccc12)N1CCN(c2ccc([N+](=O)[O-])c(N3CCOCC3)c2)CC1,1.2,0,1.5,33,-9,-7,2.4,-19,6
CC(NC(=O)c1nn(C)c(=O)c2ccccc12)c1ccc(F)cc1 (stereo not drawn),0.1,11,1.6,6,-6,-16,2.1,-2,-10
COc1ccc(-c2ccc(CN3C(C(C)C)C(=O)N(Cc4cn(Cc5ccco5)nn4)CCS3(=O)=O)cc2)cc1OC (stereo not drawn),2.1,-10,nt,3,nt,nt,nt,nt,14
Cc1cccc(OCC(=O)Nc2cc(S(=O)(=O)N3CCCCC3)ccc2N2CCN(C)CC2)c1,2.5,-8,-0.3,-18,-3,-9,-1.1,-14,14
Cc1ccc(C)c(OCC(O)CN2CCC(C)CC2)c1C (stereo not drawn),0.3,-8,0.0,-2,-11,2,-0.2,-34,11
C[C@H](NC(=O)c1cc2cc(Cl)ccc2n1C)C(=O)N1CCC[C@H]1C(=O)O,0.2,-2,0.9,-21,2,-1,0.7,1,14
Cc1ccccc1N1CCN(C(=O)c2ccccc2NC(=O)/C=C\C(=O)O)CC1,0.0,-7,-1.0,4,-12,4,1.7,-5,13
CCCCNC1=C(Br)C(=O)CC(C)(C)C1,-0.4,-3,1.4,-3,-9,5,-1.0,-4,8
CC1=C(C)CC(C(=O)Nc2nc(-c3ccc(F)cc3)c(C)s2)C(C(=O)O)C1 (stereo not drawn),0.6,-17,-0.5,0,1,-10,-1.3,-8,30
Cc1nnc(NC(=O)CSc2nc(C3CCCCC3)nc3ccccc23)s1,0.1,-14,0.7,-19,-1,-6,-0.7,-15,13
Cc1ccc(S(=O)(=O)SCCCSS(=O)(=O)c2ccc(C)cc2)cc1,1.9,2,nt,-1,nt,nt,nt,nt,16
O=C(Nc1cccc(Cl)c1Cl)c1csc([C@@H]2O[C@H](CO)[C@H](O)[C@H](O)[C@H]2O)n1,1.5,-15,nt,-11,nt,nt,nt,nt,20
NC(=O)[C@@H]1CCCN1Cc1nc(-c2ccc(C(F)(F)F)cc2)no1,6.2,-1,0.7,-18,-8,0,0.4,-7,16
O=C(O)c1ccc(S(=O)(=O)c2ccc3c(c2)C(=O)N(NC(=O)c2ccncc2)C3=O)cc1,1.3,-13,0.4,-2,-4,-9,0.8,16,16
O=C(Nc1cc(S(=O)(=O)Nc2ccccc2Cl)ccc1O)c1sc2cc(Cl)ccc2c1Cl,-0.3,2,1.2,-4,-8,-18,-0.2,2,-6
CC(=O)c1cc(Cl)ccc1OCc1cccc(S(=O)(=O)N2CCOCC2)c1,16*,6,10,91*,-17,nt,8.2,15,-4
Cc1cccc(NC(=O)c2ccc(S(=O)(=O)N(C)CC3CCCO3)cc2)c1C (stereo not drawn),1.0,2,0.3,-8,-1,-3,-0.3,-1,-3
COc1cc(O)c(CCC(=O)c2cc(OC)c(OC)c(OC)c2)c(OC)c1,3.2,-1,2.3,-28,-10,-5,0.5,-15,-5
Cc1ccc(NC(=O)c2cc([N+](=O)[O-])ccc2N2CCOCC2)cc1C,-0.3,8,-0.8,-26,-9,0,-1.3,-15,-13
Cc1ccc(S(=O)(=O)NCC(=O)OCC(=O)Nc2cccc(S(=O)(=O)NC3=NCCCCC3)c2)cc1C,0.9,-12,-1.1,-19,0,-13,-0.6,0,13
CCCCNC(=O)CNC(=S)N(Cc1ccc(C)cc1)Cc1ccco1,0.0,-3,-1.1,-23,-4,-13,-1.1,-28,-10
CC(C)(C)/C(O)=C/c1nc2ccccc2[nH]c1=O,-0.4,3,0.1,4,-8,-20,-2.1,-6,5
CCC(=O)N1CCCc2cc(S(=O)(=O)N3CCN(c4ccccc4F)CC3)ccc21,5.4,-6,4.0,12,-3,4,-0.1,10,4
COc1ccc(CCn2c(O)c(C3=c4ccccc4=NC3=O)sc2=S)cc1OC,-0.2,1,1.1,-2,-11,-3,-0.4,-8,-14
COc1ccc(-c2nnn(CC(=O)N(CC(=O)NC3CCCC3)Cc3ccco3)n2)cc1OC,0.8,-15,1.1,0,2,-6,-0.1,-8,-6
N#CC1=C2SCC(O)(c3ccccc3)N2C(=O)CC1c1ccccc1F (stereo not drawn),3.9,-11,7.4,-12,-9,-4,6.4,-11,18
Cc1cc(C(=O)Nc2sc3c(c2C#N)CCC(C(C)(C)C)C3)no1 (stereo not drawn),-0.5,-6,-0.2,-9,-4,-8,-0.1,-8,12
COc1ccc(N2CCN(Cc3nc4ccccc4n3C)CC2)cc1,-0.6,-7,-0.3,-22,3,-7,0.2,0,12
O=C(COn1nnc2ccc(Cl)cc21)NCc1ccccc1,0.4,-6,0.9,7,-7,-1,-0.4,-11,15
Cc1nn(Cc2ccc(C(=O)NC3CCCCC3)o2)c(C)c1Br,2.9,-16,0.5,3,-8,1,-1.8,-29,6
Cc1nn(C)c(Oc2cccc(Cl)c2)c1C#N,0.0,1,4.6,7,0,-8,-1.1,-2,5
C[C@H](C(O)c1ccccc1)N(C)C(=O)CN (stereo partly drawn),0.4,-11,1.6,2,0,-11,0.2,1,17
O=C1CC(N2CCN(C/C=C/c3ccccc3)CC2)C(=O)N1Cc1ccc(N2CCCC2=O)cc1 (stereo not drawn),0.4,-2,-0.9,4,7,-7,1.2,-1,-2
CCCCCn1c(=O)[nH]c2cc(C(=O)NCCN3CCCCC3C)ccc2c1=O (stereo not drawn),0.4,-8,1.0,nt,0,-2,0.5,-18,-23
COc1ccc(Cl)cc1C(=O)NNC(=O)C1COc2ccccc2O1 (stereo not drawn),3.0,-6,-1.2,0,-4,1,-2.5,4,-2
COc1ccccc1NC(=O)C(O)C(O)C(=O)Nc1ccccc1OC (stereo not drawn),0.5,-7,0.2,-17,-6,1,-0.6,-15,20
CC(NC(=O)Oc1cccc2ccccc12)c1ccccc1 (stereo not drawn),1.2,-13,nt,-15,nt,nt,nt,nt,20
CS(=O)(=O)c1ccc2nc(NC(=O)CS(=O)(=O)Cc3ccccc3)sc2c1,0.6,-22,0.2,-14,-7,-4,0.0,-8,13
COc1ccccc1-c1cc2nc(NCCc3ccncc3)ccn2n1,2.6,-18,nt,8,nt,nt,nt,nt,10
CCOCCCNC(=S)NCCCNc1nc2ccc(C)cc2cc1C#N,nt,nt,-0.5,4,-6,2,-1.7,-27,nt
CC(C)CC(=O)NC(=S)Nc1ccc(S(=O)(=O)N2CCCC2)cc1,2.6,-5,0.3,4,-5,12,-1.6,-16,17
# Remaining list, next part.
SMILES,M1 ag parental,CHO-K1 Ca antag,V1aR counter,TAAR1 antagonist,OXTR potentiator,GPR7 antag,OXTR ag,CHO parental Ca,M1 PAM parental
CCNCc1nc2cc(Cl)ccc2c(=O)[nH]1,-0.1,10,0.8,-1,-5,-5,-0.3,-12,-8
COc1ccc(-c2csc3ncn(-c4cccc(C)c4)c(=O)c23)cc1OC,1.3,-4,-1.2,-7,-2,0,-1.1,-2,14
CC(=O)Oc1ccc2c(=O)c(N3C(=O)c4ccccc4C3=O)c(C)oc2c1,1.9,-8,1.0,-18,-6,-13,0.3,-9,27
CN(C)S(=O)(=O)c1cccc(C(=O)NCc2ccco2)c1,0.1,-3,0.6,-4,-10,-7,1.2,-15,11
Cc1ccc(S(=O)(=O)CCC(=O)c2ccc(F)cc2)cc1,1.4,2,0.8,-20,-4,-5,-1.3,-10,9

# Record cards, from the list above. Values in the order: M1 ag parental	CHO-K1 Ca antag	V1aR counter	TAAR1 antagonist	OXTR potentiator	GPR7 antag	OXTR ag	CHO parental Ca	M1 PAM parental
# Shown for CC(=O)Oc1ccc2c(=O)c(N3C(=O)c4ccccc4C3=O)c(C)oc2c1 : 1.9	-8	1.0	-18	-6	-13	0.3	-9	27
# Shown for Cc1ccc(S(=O)(=O)CCC(=O)c2ccc(F)cc2)cc1 : 1.4	2	0.8	-20	-4	-5	-1.3	-10	9
